High-throughput results: PubChem BioAssay, several laboratories
CHT PAM: CHT positive allosteric modulators, primary screen, cell-based, membrane potential dye, choline EC20; High affinity choline transporter 1 (Homo sapiens), Q9GZV3; CHT-expressing cells; active compounds read high; LV-AA mutant CHT in HEK293 cells; B-score at 10 µM; actives 0.49% (n = 310,000); AID 488977, 2010;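 active = initial fluorescence not abnormally high and integrated response B-score, plate-corrected, over 3 SD above library mean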
Target sequence (Q9GZV3 whole entry, looked up): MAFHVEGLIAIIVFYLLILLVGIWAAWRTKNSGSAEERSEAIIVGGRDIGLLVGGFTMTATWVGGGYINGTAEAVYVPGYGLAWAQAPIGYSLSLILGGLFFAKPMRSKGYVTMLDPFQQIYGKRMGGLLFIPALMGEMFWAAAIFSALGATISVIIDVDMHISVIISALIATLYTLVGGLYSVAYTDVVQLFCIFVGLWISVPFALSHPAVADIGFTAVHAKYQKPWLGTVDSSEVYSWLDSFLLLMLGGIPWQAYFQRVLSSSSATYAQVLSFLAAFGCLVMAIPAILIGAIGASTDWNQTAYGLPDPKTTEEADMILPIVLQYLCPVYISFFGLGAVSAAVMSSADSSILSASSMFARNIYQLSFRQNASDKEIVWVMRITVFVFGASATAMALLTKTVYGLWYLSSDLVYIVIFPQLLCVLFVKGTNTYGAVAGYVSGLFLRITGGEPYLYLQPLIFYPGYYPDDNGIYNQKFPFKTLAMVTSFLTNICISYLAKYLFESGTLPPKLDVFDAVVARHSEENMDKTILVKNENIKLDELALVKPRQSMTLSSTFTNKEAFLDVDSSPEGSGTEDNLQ
OX1R antag: OX1R (HCRTR1) antagonists, primary screen, fluorescence, CHO/OX1R cells, Fluo-8 calcium, orexin A; actives 0.43% (n = 330,000); Orexin/Hypocretin receptor type 1 (Homo sapiens), O43613; inhibition, % at 5 µM; Fluo-8 calcium fluorescence;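 active = inhibition above its plate's threshold, mean inhibition of all tested compounds on the plate plus 3 SD, cut at about 37% in these data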;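 also: 0% = orexin A challenge wells and 100% = SB-334867-A antagonist wells; not every result past the cut was called active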
Target sequence (O43613 whole entry, looked up): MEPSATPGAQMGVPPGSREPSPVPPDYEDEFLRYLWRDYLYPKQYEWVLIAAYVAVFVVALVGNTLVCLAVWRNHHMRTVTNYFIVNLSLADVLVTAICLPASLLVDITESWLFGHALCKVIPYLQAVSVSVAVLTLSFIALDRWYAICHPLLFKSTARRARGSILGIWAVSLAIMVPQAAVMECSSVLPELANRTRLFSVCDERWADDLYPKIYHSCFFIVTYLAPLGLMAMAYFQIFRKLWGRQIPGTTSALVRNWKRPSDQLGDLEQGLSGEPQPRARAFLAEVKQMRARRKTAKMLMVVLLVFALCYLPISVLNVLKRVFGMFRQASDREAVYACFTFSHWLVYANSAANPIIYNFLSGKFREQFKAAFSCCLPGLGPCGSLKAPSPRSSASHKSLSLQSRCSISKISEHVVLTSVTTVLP
The depositor's hits bear a star; i = inactive; . = no result given.

SMILES	CHT PAM	OX1R antag
O=C(O)CC(CC(=O)Nc1ccc(Oc2ccccc2)cc1)c1ccccc1 (centres undefined)	i	-13
CC(C)(C)c1ccc(S(=O)(=O)O/N=C2/CCCCC2c2ccc([N+](=O)[O-])cc2[N+](=O)[O-])cc1 (centres undefined)	i	-15
O=[N+]([O-])c1ccccc1S(=O)(=O)NCc1ccco1	i	5
O=C(O)CSCC(=O)Nc1ccc(Br)c(C(F)(F)F)c1	i	-17
C/C(=N/N1CCN(c2ccccc2)CC1)c1cccc([N+](=O)[O-])c1	i	-12
CC(NC(=O)C[n+]1cccc(Br)c1)c1ccccc1 (centres undefined)	i	2
N#CC1=C(N)Oc2c(oc(CO)cc2=O)C1c1ccccc1[N+](=O)[O-] (centres undefined)	i	-21
O=C(Nc1ccccc1N1CCN(C(=O)c2ccccc2)CC1)c1cc(Br)ccc1Cl	i	-18
COc1cccc(C(=O)NCCSCc2c(F)cccc2Cl)c1	i	-33
Cc1c(O)nc2ccccn2c1=O	i	6
CC1CCN(C(=O)c2ccc(NS(=O)(=O)c3cccc4cccnc34)cc2)CC1	i	-21
COc1ccc(N(CC(O)CN2C(=O)NC(C)(C)C2=O)S(=O)(=O)c2ccccc2)cc1 (centres undefined)	i	-17
CN(CCOc1ccc(-c2ccn(S(=O)(=O)c3cccc4ccccc34)n2)cc1)c1ccccn1	i	-22
O=C(c1ccccc1)c1cccn1CC(=O)N1CCN(C2CCCCC2)CC1	i	-12
CCc1ccccc1N(CC(=O)Nc1cccnc1)S(=O)(=O)c1ccccc1	i	-23
COc1ccc(NC(=O)Cc2ccsc2)c(OC)c1	i	-22
COc1ccc(C(=O)NNC(=S)NC(=O)/C=C/c2cccs2)cc1	i	-9
Cc1ccc(NC(=O)c2ccccc2Br)cc1S(=O)(=O)N(C)C	i	-8
CCC(C)c1ccccc1N1CC(C(=O)Nc2ccc(S(=O)(=O)N3CCOCC3)cc2)CC1=O (centres undefined)	i	-10
O=C(NCC(=O)N(c1ccc2c(c1)OCCO2)C(C(=O)NC1CCCC1)c1ccco1)c1ccco1 (centres undefined)	i	-24
CC1CN(S(=O)(=O)c2cc(C(=O)N(CCc3ccccc3)Cc3ccccc3)ccc2Cl)CC(C)O1 (centres undefined)	i	-27
CC(C)Oc1cccc(C(=O)N/N=C/c2coc3ccccc3c2=O)c1	i	.
COc1ccc(N=Cc2c(O)[nH]c3ccccc23)cc1	i	-24
CCn1cc(/C=C(\NC(=O)c2cc(OC)c(OC)c(OC)c2)C(=O)NCCCN2CCOCC2)c2ccccc21	i	-15
COc1ccc(/C(C)=N/Nc2nc(C)cc(-c3ccccc3)n2)cc1	i	-28
Brc1ccc(OCc2ccccc2)c(CNCC2CCCO2)c1 (centres undefined)	i	-25
Cc1ccc(-c2nn(-c3ccccc3)cc2C(N)=O)o1	i	-22
O=C1N[C@H](Cc2ccccc2)C(=O)N[C@H]1Cc1cn(S(=O)(=O)c2ccccc2)c2ccccc12	i	-10
Cc1c(Cl)cccc1N1C(=O)CC(NNC(=O)c2cccs2)C1=O (centres undefined)	i	-14
COc1ccc(OC)c(NC(=O)CNC(c2ccccc2)c2ccccc2)c1	i	-33
Cn1c(SCC(=O)N2CCCC2)nnc1-c1cccs1	i	4
CS(=O)(=O)N(Cc1ccccc1Cl)c1ccc(C(=O)NCc2cccnc2)cc1	i	-18

Single records (already shown). Order of screens: CHT PAM	OX1R antag
CS(=O)(=O)N(Cc1ccccc1Cl)c1ccc(C(=O)NCc2cccnc2)cc1 is listed as i	-18
Brc1ccc(OCc2ccccc2)c(CNCC2CCCO2)c1 (centres undefined) is listed as i	-25
Cc1ccc(-c2nn(-c3ccccc3)cc2C(N)=O)o1 is listed as i	-22
COc1ccc(OC)c(NC(=O)CNC(c2ccccc2)c2ccccc2)c1 is listed as i	-33

The list goes on:
SMILES	CHT PAM	OX1R antag
Cc1ccc(NC(=O)n2ncc3c(C)cccc32)cc1F	i	-20
CCCC1C2C(=O)N(c3cccc(C)c3)C(=O)C2ON1c1ccccc1 (centres undefined)	i	-36
CCCCn1c(SCC(=O)N2CCCC2=O)nc2cc(S(N)(=O)=O)ccc21	.	-13
COc1ccc(NC(=O)Cc2ccc(-c3ccccc3)cc2)cn1	i	10
COC(=O)c1sc(NC(=O)c2ccco2)c(C#N)c1C	i	0
Cc1c(OCC(=O)N2CCC(C(=O)O)CC2)ccc2c1oc(=O)c1ccccc12	i	-16
COc1ccc(OCC(=O)OCC(=O)NC2CCCCC2C)cc1 (centres undefined)	.	-5
O=C(/C=C/c1ccc(O)cc1)c1ccccc1	i	-5
O=C(CNS(=O)(=O)c1cccs1)N1CCN(c2ccccc2F)CC1	i	-27
Cc1cccc(Nc2nc(-c3ccccc3)cs2)n1	i	-35
CN(CC(=O)NCC1CCCCC1)S(=O)(=O)c1ccc(Cl)cc1	i	-35
CCOC(=O)C1=C(COC(=O)CCc2ccc(F)cc2)NC(=O)NC1C (centres undefined)	.	-17
Cc1cc(S(=O)(=O)NCc2cccs2)ccc1-n1cnnn1	i	-13
COc1ccc(S(=O)(=O)Nc2ccccc2C)cc1C(=O)N1CCOCC1	i	-11
O=C(Cc1ccc(Br)cc1)N1CCCCCC1	i	-20
CCc1nn(C(C)C(=O)NC(C)CCc2ccco2)c(=O)c2cc3occc3n12 (centres undefined)	i	-18
COc1ccc(C(C)(C)NC(=O)C2CCC(=O)N(C3CC3)C2)cc1OC (centres undefined)	i	-12
COc1ccc(CCNC(=O)C(=O)NCC2OCCN2S(=O)(=O)c2cccs2)cc1OC (centres undefined)	i	-24
O=C(Nc1nnc(-c2ccco2)o1)c1ccc(S(=O)(=O)N2CCOCC2)cc1	i	-24
COc1ccc(C(=O)CN2CCN(c3ccc(F)cc3)CC2)cc1OC	i	-13
O=C(NC(=S)Nc1cccc2ncccc12)c1ccccc1	i	-17
Cc1ccc(S(=O)(=O)NNC(=O)c2cnn(-c3ccc(Cl)cc3)c2C(F)(F)F)cc1	i	-31
O=C(NC1CCCc2ccccc21)c1ccc(CNc2c(N3CCOCC3)c(=O)c2=O)cc1 (centres undefined)	i	1
CN(C)CCOC(=O)NC12CC3CC(CC(C3)C1)C2	i	1

Following part
Values run as follows: CHT PAM | OX1R antag
O=C1NC2(CCCCC2)C(=O)N1CCS(=O)(=O)Oc1ccc(Br)cc1
→ i | -20
COc1ccc(OCC(=O)NNC(=S)NC(=O)C2CC2)cc1
→ i | .
O=c1[nH]c(/C=C/c2ccccc2Cl)nc2ccccc12
→ i | -30
Fc1ccc(-n2nnnc2-c2ccccc2Cl)cc1
→ i | -3
COC(=O)c1ccc(NC(c2ccc(Cl)cc2)P(=O)(OC)OC)cc1 (centres undefined)
→ i | -1
COc1cc(CNCCc2ccc(F)cc2)ccc1OCc1ccc(Cl)nc1
→ i | -10
Cc1cc(-c2csc(N)n2)c(C)n1Cc1ccccc1
→ i | -20
O=C(Cn1cc(C(=O)C2CC2)c2ccccc21)NCC1CCCO1 (centres undefined)
→ i | -11
CN(C)c1ccc(S(=O)(=O)NCC(=O)OCC(=O)Nc2cccc(Cl)c2)cc1[N+](=O)[O-]
→ i | -18
CCc1ccc(-c2cc(C)no2)cc1S(=O)(=O)Nc1ccc(C)cn1
→ i | -23
Cc1ccc(-n2ncc(C(=O)Nc3cc(Cl)ccc3C)c2C2CCNCC2)cc1C
→ i | -15
CCC1CCCCN1C(=O)CCc1nnc(Cc2c[nH]c3ccccc23)o1 (centres undefined)
→ i | -11
COc1ccccc1NC(=O)CNC(=O)CC12CC3CC(CC(C3)C1)C2
→ . | 5
CCC(CC)C(=O)N=C1SC2CS(=O)(=O)CC2N1CCc1ccc(OC)cc1 (centres undefined)
→ i | -19
COc1c(C)cc(S(=O)(=O)NCc2ccccn2)c(C)c1C
→ i | -8
COc1cccc(C(=O)Nc2nc(C)cs2)c1
→ i | -27
Cc1nn(C(=O)c2ccc([N+](=O)[O-])cc2)c(C)c1Br
→ i | -13
CN(C)c1ccc(P(=O)(OCc2ccccc2)C(O)c2ccncc2)cc1 (centres undefined)
→ i | -16
COc1ccc(Cl)cc1NC(=O)c1cc(-c2ccccc2O)n[nH]1
→ i | 1
CC1=C/C(=N\NC(=S)NCc2ccccc2)CC1
→ i | -13
O=C(c1sc2cc(Cl)ccc2c1Cl)N1CCN(CCc2ccccn2)CC1
→ i | -19
Clc1cccc(-c2ccc(/C=N/n3cnnc3)o2)c1Cl
→ i | -14
Cc1cccc(NC(=S)NNC(=S)NC2CCCCC2)c1C
→ i | -24
O=C(Cc1cccs1)Nc1ccc(S(=O)(=O)N2CCCC2)cc1
→ i | -3
CC(C)C(NC(=O)CCNC(=O)c1ccc(C(C)(C)C)cc1)c1nc2ccccc2[nH]1 (centres undefined)
→ . | 13
CCOC(=O)CNC(=O)CSc1nnc(CCc2nc3ccccc3[nH]2)n1C
→ i | -8
CSc1ncccc1C(=O)NC1CCN(Cc2ccccc2)CC1
→ i | -7
COC(=O)c1cc(Br)c(=O)n(CCC2=CCCCC2)c1
→ i | -27
COc1ccc(CNC(=O)C(=O)NCC2OCCN2S(=O)(=O)c2ccc(C)cc2)cc1 (centres undefined)
→ i | -18
COC(=O)[C@]1(C)N[C@H](c2ccc(-c3ccc(Cl)c(Cl)c3)cc2)[C@@H]2C(=O)N(C)C(=O)[C@@H]21
→ i | -10
O=C(Nc1ccc(Cl)cn1)c1cccc2ccccc12
→ i | -1
Cc1ccnc2c1NC(=O)c1cccnc1N2C1CC1
→ i | 3
COc1cc(/C=N/NC(=O)COc2cccc(F)c2)ccc1OS(=O)(=O)c1ccc(C)cc1
→ i | -6
COc1ccc(/C(O)=C/c2nc3ccccc3n(-c3ccccc3)c2=O)cc1
→ i | -20
CN(C(=O)N1CCN(c2ccccn2)CC1)c1ccccc1
→ i | -9
Cc1ccnc2nc(C(=O)OCC(=O)NCc3cccc(Cl)c3)nn12
→ . | 2
CCCN1CCN(CCCNC(=O)C2CCCN(c3nc4ccc(OCC)cc4s3)C2)CC1 (centres undefined)
→ i | -19
CCC(C)Sc1nnc(NC(=O)c2ccco2)s1 (centres undefined)
→ i | -8
Cc1ccc(NC(=O)N2CCc3ccccc3C2)cc1C
→ i | .
O=C(Cn1cnc2c(nnn2Cc2ccc(Cl)cc2)c1=O)N1CCN(c2ccccc2)CC1
→ i | -25
Nc1nc(Nc2ccc(Cl)cc2)n[nH]1
→ i | -11
O=C(N/N=C\c1ccc(Cl)s1)c1cccs1
→ i | 5
CCNC(=O)Cc1ccc(Br)cc1
→ i | -4
Oc1ccc(Br)cc1/C=N/n1cnc2ccccc21
→ i | -1
Cc1ccc(S(=O)(=O)Cn2nnnc2C(C(C)C)N2CCN(Cc3ccco3)CC2)cc1 (centres undefined)
→ i | -44
CCCN(CC(=O)Nc1ccccc1C)C(=O)c1ccc2ccccc2n1
→ i | -27
Cc1nccn1C(c1ccccc1)c1ccccc1
→ i | -14
COc1ccc(NC(=O)C2CCCN(c3ncccn3)C2)cc1 (centres undefined)
→ i | -20
CC(C)(C)OC(=O)N1CCC(c2c(C(=O)NCC3CCN(C4CCCC4)C3)cnn2-c2ccc(F)cc2)CC1 (centres undefined)
→ i | -46
COc1ccc(CNC(=O)C(c2ccncc2)N(C(=O)Cc2cccs2)c2cccc(C)c2)cc1 (centres undefined)
→ i | 6
COc1ccc(Cn2ccnc2SCC(=O)NC2CCCCC2)cc1
→ i | -6
COc1cc(OC)cc(C(=O)Nc2ccc(-n3cnnn3)c(C)c2)c1
→ i | 1
O=C(Nc1ccccc1)c1ccc(=O)n(Cc2ccc(F)c(F)c2)c1
→ i | -26
COc1ccc(S(=O)(=O)N2CCSC2)cc1C
→ i | -12
NC(=O)c1cc(NC(=O)CCNS(=O)(=O)c2cccc(C(F)(F)F)c2)cc(C(N)=O)c1
→ i | -12
CCOc1ccc(-c2nnn(CC(=O)NCc3ccc(C)cc3)n2)cc1
→ i | -25
CCCOCCOC(=O)c1[nH]c2c(c1C)C(=O)CC(c1cc(OC)ccc1OC)C2 (centres undefined)
→ i | -26
Cc1ccc(S(=O)(=O)CCC(=O)OCC(=O)N(C)C2CCS(=O)(=O)C2)cc1 (centres undefined)
→ i | 2
C=CCn1c(=O)c2c(C)c(C)sc2n2c(Nc3ccccc3)nnc12
→ i | -12
COc1ccccc1CNc1ccc(Br)cn1
→ i | -26

Further compounds
Values run as follows: CHT PAM | OX1R antag
O=C(CSc1nc2ncc(Cl)cc2[nH]1)N(Cc1ccccc1)C1CCS(=O)(=O)C1 (centres undefined)
→ i | -20
O=c1ccc2cc(S(=O)(=O)N3CCOCC3)ccc2o1
→ i | -10
O=C(NNC(=S)Nc1ccc(F)cc1)C1CC1c1ccc(Cl)cc1 (centres undefined)
→ i | -16
O=C(COc1ccc(Br)cc1Cl)N1CCN(c2ccccn2)CC1
→ i | -6
CC(=O)NC1C(Oc2ccc3c(C)cc(=O)oc3c2)OC(COC(C)=O)C(OC(C)=O)C1OC(C)=O (centres undefined)
→ i | -9

5 compounds from above, ordered by number of heavy atoms, rising:
Values run as follows: CHT PAM | OX1R antag
O=c1ccc2cc(S(=O)(=O)N3CCOCC3)ccc2o1
→ i | -10
O=C(NNC(=S)Nc1ccc(F)cc1)C1CC1c1ccc(Cl)cc1 (centres undefined)
→ i | -16
C=CCn1c(=O)c2c(C)c(C)sc2n2c(Nc3ccccc3)nnc12
→ i | -12
Cc1ccc(S(=O)(=O)CCC(=O)OCC(=O)N(C)C2CCS(=O)(=O)C2)cc1 (centres undefined)
→ i | 2
O=C(CSc1nc2ncc(Cl)cc2[nH]1)N(Cc1ccccc1)C1CCS(=O)(=O)C1 (centres undefined)
→ i | -20
